PP1 counter: PP1-alpha phosphatase inhibitors, primary screen, counter-screen for PP5 inhibitor project, biochemical, fluorescence, OMFP substrate, single point | AID 2235, 2010 | Serine/threonine-protein phosphatase PP1-alpha catalytic subunit (Homo sapiens), P62136 | purified PP1alpha | inhibition, % at 6.7 µM | 0.9% of 320,000 active;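 active = inhibition above the mean inhibition of all tested compounds plus 3 SD, computed separately for each screening campaign, cut at about 15% in these data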
proCasp7 act: procaspase-7 activators, primary screen, counter-screen for procaspase-3 activator project, biochemical, absorbance, HTS, human. recombinant procaspase-7, Ac-DEVD-pNA absorbance 405 nm; D23A/D198A/D206A triple mutant, cannot self-cleave; scale: DMSO 0, 5 µM enzyme 100. Caspase-7 (Homo sapiens), P55210. 0.093% of 330,000 active. activation, % at 8.5 µM;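 active = percent activation above the screen-wide mean plus 3 SD, cut at about 25% in these data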
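Material: Procaspase-7 triple mutant (PC-7 D3A) | Quantity: 2 µM procaspase-7 mutant as dispensed | Reagent: DEVD-pNA substrate | Times: 1 h preincubation, 2 h reaction | Technique: 405 nm absorbance of p-nitroaniline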
TPT1 inhibitor: Candida albicans TPT1 enzyme inhibitors, primary screen, biochemical, fluorescence polarization; recombinant caTPT1, FP RNA substrate dephosphorylation; inhibition, % at 5 µM; 0.81% of 300,000 active; AID 1962, 2009;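 active = inhibition above the mean of all tested compounds plus 3 SD, set per screening campaign, cut at about 24% in these data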;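 note: plate controls were DMSO alone for no effect and ferristatin control at 100 nM for full effect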
PP5 primary: PP5 phosphatase inhibitors, primary screen, biochemical, fluorescence; Serine/threonine-protein phosphatase 5 (Homo sapiens), P53041; purified PP5c, OMFP substrate fluorescence; inhibition, % at 6.7 µM; 0.18% of 320,000 active; AID 1987, 2009;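 active = inhibition above the campaign's mean inhibition across all tested compounds plus 3 SD, cut at about 9.5% in these data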;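 note: 0% = DMSO only and 100% = 100 µM cantharidin control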
Target sequence (P53041 whole entry, looked up): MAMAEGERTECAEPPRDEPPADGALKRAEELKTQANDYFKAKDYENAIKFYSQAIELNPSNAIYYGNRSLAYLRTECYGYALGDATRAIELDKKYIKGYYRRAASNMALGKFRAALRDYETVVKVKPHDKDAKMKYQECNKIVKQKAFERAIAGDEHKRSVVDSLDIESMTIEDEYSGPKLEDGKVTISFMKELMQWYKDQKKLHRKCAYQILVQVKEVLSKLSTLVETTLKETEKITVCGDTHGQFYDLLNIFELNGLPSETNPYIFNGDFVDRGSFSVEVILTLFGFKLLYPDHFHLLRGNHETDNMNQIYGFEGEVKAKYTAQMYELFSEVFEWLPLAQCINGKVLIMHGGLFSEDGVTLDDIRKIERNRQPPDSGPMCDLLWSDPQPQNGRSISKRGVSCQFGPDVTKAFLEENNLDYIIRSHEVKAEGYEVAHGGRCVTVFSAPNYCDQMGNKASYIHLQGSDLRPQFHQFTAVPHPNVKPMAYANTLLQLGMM
proCasp3 act: activators of human procaspase-3 D3A mutant, primary screen, biochemical, absorbance, PC-3 D3A mutant, single concentration. 0.11% of 330,000 active. recombinant procaspase-3 D3A, Ac-DEVD-pNA absorbance 405 nm. Caspase-3 (Homo sapiens), P42574. activation, % at 8.5 µM;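 active = activation above the mean of all tested compounds plus 3 SD, cut at about 21% in these data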;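 note: 0% = DMSO alone and 100% = DMSO wells spiked with extra 5 µM PC-3 D3A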
Target sequence (P42574 whole entry D9A/D28A/D175A): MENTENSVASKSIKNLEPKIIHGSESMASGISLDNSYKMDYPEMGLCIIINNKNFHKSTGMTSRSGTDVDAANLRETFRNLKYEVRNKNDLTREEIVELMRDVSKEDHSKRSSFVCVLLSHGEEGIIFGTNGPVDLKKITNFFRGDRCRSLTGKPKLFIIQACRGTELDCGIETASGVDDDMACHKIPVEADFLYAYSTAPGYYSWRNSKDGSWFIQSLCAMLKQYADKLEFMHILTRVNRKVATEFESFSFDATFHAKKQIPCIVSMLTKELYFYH
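Evaluation: percent activation relative to control range; Material: Procaspase-3 D3A mutant, all three cleavage aspartates alanine; Compound: single dose, 8.5 µM nominal compound, 0.8% DMSO; Replication: one well per compound; Signal: absorbance at 405 nm, 0 and 120 min; Schedule: 1 h preincubation plus 2 h reaction at 25 °C.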
CTSL1 counter: Fasciola hepatica cathepsin L1 inhibitors, primary screen, counter-screen for PFM18AAP inhibitor project, biochemical, QFRET, fluorogenic peptide substrate; recombinant F. hepatica cathepsin L1, Z-Leu-Arg-MCA fluorescence; inhibition, % at 5.96 µM; 0.49% of 300,000 active; AID 1906, 2009;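 active = inhibition above the mean of all tested compounds plus 3 SD, set per screening campaign, cut at about 17% in these data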;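 note: 0% = plate median of test compound wells and 100% = 1 µM Z-Phe-Ala-diazomethylketone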
core dimer inh: inhibitors of HCV core protein dimerization, primary screen, biochemical, TR-FRET, high-throughput; TR-FRET GST/Flag-core106 dimerization, 1536-well; inhibition, % at 5 µM; 0.33% of 300,000 active; AID 1899, 2009;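 active = inhibition above the mean of all tested compounds plus 3 SD, set per screening campaign, cut at about 45% in these data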
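System: GST/Flag-tagged HCV core106 proteins. Incubation: compound-protein-antibody incubation 4 h at 22.5 °C. Technique: HTRF with 340 nm excitation, 617/671 nm emission. Medium: KF-containing HEPES buffer, pH 7.45, DTT, CHAPS, BSA. Read-out: inhibition (%) from 671 over 617 nm ratio. Also added: Eu(K)-anti-GST 90 ng/mL plus XL665-anti-Flag 1 µg/mL.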
AHR activator: AHR activators, primary screen, cell-based, luminescence, luciferase reporter, human; Aryl hydrocarbon receptor (Homo sapiens), P35869; AHR-responsive luciferase reporter cells; activation, % at 5 µM; 2.5% of 320,000 active; in the data active = activation above about 47%;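 note: 0% = vehicle wells and 100% = reference agonist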
PAFAH2 FP inh: PAFAH2 enzyme inhibitors, primary screen, biochemical, fluorescence polarization, human | 0.99% of 340,000 active | inhibition, % at 3.39 µM | recombinant PAFAH2, FP-rhodamine activity probe;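 active = inhibition above the mean over all tested compounds plus 3 SD, cut at about 30% in these data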;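 note: inhibitors block probe labeling of enzyme so polarization drops; 0% = enzyme with DMSO and 100% = wells lacking PAFAH2 protein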
Active calls of the source: *; . = not tested or not shown.

The opening 11 entries (preview)
SMILES	PP1 counter	proCasp7 act	TPT1 inhibitor	PP5 primary	proCasp3 act	CTSL1 counter	core dimer inh	AHR activator	PAFAH2 FP inh
CCOC(=O)C1=C(C)NC(SCc2cc(=O)[nH][nH]2)=C(C#N)C1c1cccs1 (stereo unspecified)	6	-5	0	-1.3	-9	1	18	-2	-2
Cc1onc(-c2c(F)cccc2Cl)c1C(=O)OCC(=O)N1C(C)CCCC1C (stereo unspecified)	.	-2	.	.	3	.	.	0	2
CNC[C@H]1Oc2c(NC(=O)C3CCCCC3)cccc2C(=O)N([C@H](C)CO)C[C@@H]1C	.	-2	.	.	2	.	.	2	-6
CCN(Cc1ccccc1)C(=O)C1CCN(CC2CC=CCC2)CC1 (stereo unspecified)	0	3	-1	-2.3	0	2	3	-1	4
COC(=O)C1=C(C)N(C)C(=O)NC1c1ccsc1 (stereo unspecified)	4	8	-4	1.7	-4	-1	-7	-1	5
COc1cccc(/C=C/C(=O)c2ccc(NC3=NCCCS3)cc2)c1	0	-5	-4	5.2	2	1	1	1	1
Cc1ccsc1/C=N/NC(=O)Cn1nc(C)c([N+](=O)[O-])c1C	-1	2	-3	0.9	-5	-3	-2	-1	-3
CC/C(C)=C1\SC(N2CCN(C(C)=O)CC2)=NC1=O	0	3	-3	1.4	-2	-3	0	0	5
CCCCOC(=O)CSC1=C(C#N)C(c2ccccc2OCC)C(C#N)C(=O)N1 (stereo unspecified)	1	-9	10	0.5	0	-1	3	0	4
Cn1cccc1C(=O)OCC(=O)NCCc1ccc(S(N)(=O)=O)cc1	.	-2	.	.	12	.	.	-2	2
CCOC(=O)c1c(NC(=O)C2CCCO2)sc(C)c1C (stereo unspecified)	0	4	-4	-0.9	7	4	-2	0	-4

All compounds of this part (from the top)
SMILES	PP1 counter	proCasp7 act	TPT1 inhibitor	PP5 primary	proCasp3 act	CTSL1 counter	core dimer inh	AHR activator	PAFAH2 FP inh
CCOC(=O)C1=C(C)NC(SCc2cc(=O)[nH][nH]2)=C(C#N)C1c1cccs1 (stereo unspecified)	6	-5	0	-1.3	-9	1	18	-2	-2
Cc1onc(-c2c(F)cccc2Cl)c1C(=O)OCC(=O)N1C(C)CCCC1C (stereo unspecified)	.	-2	.	.	3	.	.	0	2
CNC[C@H]1Oc2c(NC(=O)C3CCCCC3)cccc2C(=O)N([C@H](C)CO)C[C@@H]1C	.	-2	.	.	2	.	.	2	-6
CCN(Cc1ccccc1)C(=O)C1CCN(CC2CC=CCC2)CC1 (stereo unspecified)	0	3	-1	-2.3	0	2	3	-1	4
COC(=O)C1=C(C)N(C)C(=O)NC1c1ccsc1 (stereo unspecified)	4	8	-4	1.7	-4	-1	-7	-1	5
COc1cccc(/C=C/C(=O)c2ccc(NC3=NCCCS3)cc2)c1	0	-5	-4	5.2	2	1	1	1	1
Cc1ccsc1/C=N/NC(=O)Cn1nc(C)c([N+](=O)[O-])c1C	-1	2	-3	0.9	-5	-3	-2	-1	-3
CC/C(C)=C1\SC(N2CCN(C(C)=O)CC2)=NC1=O	0	3	-3	1.4	-2	-3	0	0	5
CCCCOC(=O)CSC1=C(C#N)C(c2ccccc2OCC)C(C#N)C(=O)N1 (stereo unspecified)	1	-9	10	0.5	0	-1	3	0	4
Cn1cccc1C(=O)OCC(=O)NCCc1ccc(S(N)(=O)=O)cc1	.	-2	.	.	12	.	.	-2	2
CCOC(=O)c1c(NC(=O)C2CCCO2)sc(C)c1C (stereo unspecified)	0	4	-4	-0.9	7	4	-2	0	-4
O=C(NCc1ccc2c(c1)OCO2)C(=O)NCC(c1ccco1)N1CCN(c2ccccc2)CC1 (stereo unspecified)	-3	-2	-2	0.1	4	5	4	1	0
O=c1cc(O)nc(SCc2ccccc2Cl)[nH]1	3	-1	0	0.7	-8	-2	-5	-1	4
CCOC(=O)C1=C(C)N=c2s/c(=C\C(=O)OC)c(=O)n2C1c1ccc(OC)cc1 (stereo unspecified)	-1	-1	6	2.1	-1	-4	45	0	-4
COc1ccc(C(=O)Nc2cc(OC)c(Cl)cc2OC)cc1	-4	6	1	-0.3	1	1	3	42	4
CCN1CCN(C(c2cccs2)C(C)NS(=O)(=O)c2ccc(Br)cc2)CC1 (stereo unspecified)	-1	-2	0	-0.3	3	2	2	-2	5
CCn1c(SCC(=O)Nc2ccc(F)cc2)nnc1-c1cnccn1	-2	3	-3	-1.5	5	-3	1	5	4
C[C@H](CO)NC(=O)[C@H](C)[C@@H]1C[C@@]1(C)[C@@H](NC(=O)OCc1ccccc1)c1ccccc1	2	-5	-5	3.1	-2	-4	-9	1	6
CC(NC(=O)C(=O)N1CCCCC1)C(c1cccs1)N1CCN(c2ccccc2F)CC1 (stereo unspecified)	-2	0	-3	3.0	7	2	-18	-3	3
COc1ccc(N(CC(=O)NCCSCc2ccccc2C)S(=O)(=O)c2ccccc2)cc1	3	11	-1	4.9	-5	3	-1	-1	-2
C=CCSc1nnc(N2C(=O)C(O)=C(C(=O)c3ccco3)C2c2ccc(F)cc2)s1 (stereo unspecified)	11	-16	4	1.5	-3	2	-16	5	3
COc1ccc2nc(C)cc(SCC(=O)N/N=C/c3cccc4ccccc34)c2c1	4	9	0	-0.6	-8	2	0	13	-8
COc1cccc(N2CCN(C(=O)c3ccc(CS(=O)c4ccccc4Cl)o3)CC2)c1 (stereo unspecified)	0	3	-4	1.8	6	-5	-6	10	-2
CCOc1ccc(OCC)c(NC(=O)c2[nH]c(C)c(C(C)=O)c2C)c1	2	-3	2	-1.0	-1	2	41	80*	4
Cc1nn(-c2ccc(F)cc2)c(C)c1NS(=O)(=O)c1ccc(Cl)cc1	1	1	-3	4.4	-3	-4	-1	0	-6
SMILES	PP1 counter	proCasp7 act	TPT1 inhibitor	PP5 primary	proCasp3 act	CTSL1 counter	core dimer inh	AHR activator	PAFAH2 FP inh
COc1c(N2CCNC(C)C2)c(F)cc2c(=O)c(C(=O)O)cn(C3CC3)c12 (stereo unspecified)	4	-11	0	-1.6	-4	3	12	-2	.
CCOC(=O)C(Cc1ccccc1)C(=O)Nc1nccs1 (stereo unspecified)	-1	0	-2	1.8	2	-1	-6	2	7
O=C(CSc1nncs1)NC(=O)NCc1ccco1	-4	2	4	-4.9	8	-2	4	2	3
Nc1c(-c2ccccc2)c(CSc2nc3ccccc3[nH]2)nn1-c1cccc(Cl)c1	3	12	2	-0.2	-1	-3	22	14	3
O=C(CCCc1nc2ccccc2s1)NC(c1ccccc1)c1ccccc1	-4	-7	0	-0.1	0	-2	8	5	-2
C#Cc1ccc([C@H]2C=C(C(=O)NCc3nc4ccccc4[nH]3)O[C@@H](OCc3ccc(CO)cc3)C2)cc1	14	-4	3	3.6	-5	1	29	35	-46
CCCc1cc(=O)oc2cc(OCC(=O)NCC(O)c3ccccc3)ccc12 (stereo unspecified)	-2	2	-3	0.5	2	-3	-7	20	1
CCN1CCN(C(=O)CN(c2ccc(C)cc2)S(C)(=O)=O)CC1	0	12	-5	-0.6	-5	-1	0	-7	1
Cc1cccc(C(=O)OCC(=O)NC(C)CCc2ccccc2)c1 (stereo unspecified)	7	0	-4	-0.1	9	-2	-1	0	46*
O=C(Nc1nc(N2C(=O)c3ccccc3C2=O)n(-c2ccccc2)n1)c1ccccc1	-2	2	-5	-1.6	-5	6	-2	5	3
CCN(CC)CCNC(=O)c1ccc(NC(=O)Cc2cccc3ccccc23)cc1	-4	1	-2	1.2	-3	-4	8	1	1
Cc1cccc(C)c1NC(=O)C(=O)NCCc1c[nH]c2ccccc12	1	-3	0	-0.2	-2	0	2	3	0
O=C(CC1C(=O)NCCN1Cc1ccoc1)NCCCn1ncc2ccccc21 (stereo unspecified)	1	1	-1	3.1	5	2	-1	0	-1
O=C1Nc2ccc(Br)cc2C1=Nc1cccnc1	3	-10	-3	2.5	-13	3	-2	13	.
O=C(O)c1cccc2c1C(=O)c1cccc3snc-2c13	-3	-4	-3	1.5	-4	1	-1	4	10
CCc1ccc(C(=O)N2CCN(c3ccc(NC(=O)c4cccnc4)cc3)CC2)cc1	0	4	3	1.1	6	6	-4	-11	-6
O=S(=O)(c1cccc(-n2cnnn2)c1)N1CCOCC1	-8	11	0	1.6	6	-3	3	-7	-1
Cc1nc(N)ncc1Sc1ccc(Cl)cc1	-4	8	-1	-0.3	-1	2	-3	-1	7
CCN(CC)S(=O)(=O)c1ccc(N2CCCCC2)c(NC(=O)c2ccncc2)c1	3	1	-3	1.5	1	-4	2	5	5
COc1ccccc1/C(C)=N/NC(=O)c1nnn(-c2nonc2N)c1C(C)C	2	6	3	-0.5	-4	-2	2	4	1
O=C(NC1(C(F)(F)F)N=C(c2ccccc2)NC1=O)c1ccccc1F (stereo unspecified)	-3	0	1	-2.4	7	-5	8	-1	2
O=C(COc1ccc(Cl)cc1)N(Cc1ccco1)C1CCS(=O)(=O)C1 (stereo unspecified)	-4	5	0	-0.9	-1	0	1	-1	-1
Cc1ccccc1CN1C[C@@H]2C[C@@H](c3ccc4nsnc4c3)N3CCC[C@@]23C1=O	0	0	3	1.6	-1	3	0	-1	4
O=C(Nc1ccc(-n2cccn2)cc1)C1CCCCN1Cc1cccc2c1OCO2 (stereo unspecified)	-5	-6	1	5.9	0	0	-12	8	-4
COc1ccc2c(c1)c(=O)oc1cc(OC(C(=O)O)c3ccccc3)ccc12 (stereo unspecified)	0	-1	1	2.3	0	2	4	6	0
Cc1ccc(Cl)c(NC(=O)COC(=O)c2cc[n+]([O-])cc2)c1Cl	.	7	.	.	-4	.	.	-1	2
O=C(CN1C(=O)C2CCCCC2C1=O)Nc1ccccc1N1CCCC1 (stereo unspecified)	-1	-13	3	0.2	2	4	-6	3	-3
COc1cc2cc(CN(CCO)C(=O)c3cccs3)c(=O)[nH]c2cc1OC	-2	10	-1	0.8	11	-3	-3	0	-1
